Screens deposited in PubChem BioAssay by Sanford-Burnham Center for Chemical Genomics.
CXCR6 inh – CXCR6 receptor inhibitors, primary screen, cell-based, beta-arrestin, luminescence, CHO-K1 PathHunter, 1536-well. C-X-C chemokine receptor type 6 (Homo sapiens), O00574. inhibition, % at 20 µM. hit rate 0.36% among 360,000. AID 602244, 2012; in the data active means inhibition above about 34%, passing the limit was not always enough;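 further: antagonist mode with CXCL16 agonist at 10 nM final; 0% = 10 nM CXCL16 with DMSO and 100% = unstimulated wells without agonist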
Target sequence (O00574 whole entry, looked up): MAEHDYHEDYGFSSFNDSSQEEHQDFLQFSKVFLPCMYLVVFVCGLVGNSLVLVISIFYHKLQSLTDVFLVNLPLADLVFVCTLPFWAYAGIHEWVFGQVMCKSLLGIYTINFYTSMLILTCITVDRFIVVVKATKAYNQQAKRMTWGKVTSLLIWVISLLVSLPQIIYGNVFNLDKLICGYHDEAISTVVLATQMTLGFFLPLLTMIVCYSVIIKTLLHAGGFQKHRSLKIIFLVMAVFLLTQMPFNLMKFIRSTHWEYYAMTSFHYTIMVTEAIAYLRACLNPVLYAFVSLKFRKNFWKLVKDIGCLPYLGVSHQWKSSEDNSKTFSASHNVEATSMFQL
APJ antagonist – antagonists of human apelin receptor APJ, primary screen, CHO-K1 cells, beta-arrestin complementation, luminescence | P35414 | inhibition, % at 20 µM | hit rate 0.32% among 330,000 | AID 2521, 2010;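 active means inhibition above about 40% at 20 µM, limit read from the data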;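 further: cells challenged with 10 nM apelin-13 agonist together with compound; plate controls were apelin-13 plus DMSO wells for no effect and DMSO wells lacking apelin-13 for full effect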
Target sequence (P35414 whole entry, looked up): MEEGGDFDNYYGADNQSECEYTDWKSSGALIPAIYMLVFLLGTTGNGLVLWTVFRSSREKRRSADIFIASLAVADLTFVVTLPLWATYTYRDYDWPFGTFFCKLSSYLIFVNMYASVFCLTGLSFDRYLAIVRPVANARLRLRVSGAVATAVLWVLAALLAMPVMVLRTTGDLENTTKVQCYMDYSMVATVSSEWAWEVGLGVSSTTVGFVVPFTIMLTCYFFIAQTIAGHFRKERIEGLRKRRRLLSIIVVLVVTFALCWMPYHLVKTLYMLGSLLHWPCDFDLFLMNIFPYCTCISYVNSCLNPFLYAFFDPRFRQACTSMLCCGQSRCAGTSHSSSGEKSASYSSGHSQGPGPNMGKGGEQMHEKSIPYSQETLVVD
TIM10 inh – growth inhibitors of isogenic TIM10 control yeast, primary screen, counter-screen for tim10-1 yeast inhibitor project, luminescence, uHTS; S. cerevisiae TIM10 strain growth, BacTiter-Glo luminescence, 24 h; inhibition, % at 10 µM; hit rate 1.4% among 330,000; AID 463195, 2010;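 active means inhibition of 40% or more at the single tested concentration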;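 further: wild-type TIM10 isogenic control strain grown at permissive 25 °C; 0% = DMSO yeast wells and 100% = minimal medium wells without yeast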
UPR CHOP act – activators of apoptotic CHOP UPR arm, primary screen, cell-based, CHO-CHOP luciferase reporter, luminescence, uHTS; AID 449763, 2010; UPR activation; percent of tunicamycin response over DMSO baseline; hit rate 0.34% among 330,000; activation, % at 10 µM;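 active means at 10 µM dose, activation of 40% or more, normalized to positive control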;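 further: 100% = tunicamycin at 10 µg/mL and 0% = DMSO alone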
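Assay system: CHO-CHOP cells, stable luciferase reporter of PERK-eIF2a-CHOP signalling / Buffer or medium: F12 plus 10% serum / Compound dosing: one dose, 10 µM in 0.5% DMSO / Times: 6 h compound treatment, 37 °C / Technique: luciferase luminescence / Read-out: % reporter activation, DMSO baseline versus tunicamycin full activation / Benchmarks: tunicamycin and DMSO controls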
Mdm2-MdmX inh – inhibitors of human Mdm2-MdmX association, primary screen, cell-based, luminescence, split luciferase, SaOS-2, uHTS; Protein Mdm4 (Homo sapiens) + E3 ubiquitin-protein ligase Mdm2 (Homo sapiens), …; SaOS-2 split-luciferase Mdm2/MdmX complementation; inhibition, % at 8 µM; hit rate 3% among 330,000; AID 485346, 2010;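 active means inhibition of at least 50% at 8 µM in the primary screen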
tim23-1 inh – growth inhibitors of tim23-1 mutant yeast, primary screen, luminescence, uHTS; S. cerevisiae tim23-1 growth, BacTiter-Glo luminescence, 24 h; inhibition, % at 20 µM; hit rate 1.3% among 330,000; AID 463212, 2010;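 active means growth inhibition of the mutant yeast at or above 50%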;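 further: temperature-sensitive mutant grown at 25 °C; plate controls were DMSO-treated mutant yeast for no effect and medium wells lacking yeast for full effect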
XBP1 UPR activ – activators of adaptive XBP1 UPR arm, primary screen, cell-based, CHO-XBP1 luciferase reporter, luminescence, uHTS | IRE1-XBP1 UPR activation; percent of tunicamycin response, DMSO as zero | activation, % at 20 µM | hit rate 0.33% among 330,000;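 active means versus positive control, 20 µM dose yields 30% or more activation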;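 further: 100% = tunicamycin at 10 µg/mL and 0% = DMSO only wells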
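incubation = overnight seeding at 37 °C, 6 h compound treatment at 37 °C | assay system = CHO-XBP1 cells stably carrying IRE1-XBP1-driven luciferase reporter | input = 1000 cells per well | detection = luciferase luminescence | dosing = single point, 20 µM final compound, 1% DMSO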
tim10-1 inh – growth inhibitors of tim10-1 mutant yeast, primary screen, luminescence, uHTS; S. cerevisiae tim10-1 ts strain growth, BacTiter-Glo, 24 h; inhibition, % at 20 µM; AID 463190, 2010; hit rate 2.2% among 330,000;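 active means inhibition of at least 40%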;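 further: mutant grown at 25 °C; 0% = DMSO wells with yeast and 100% = wells holding no yeast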
APJ ag – agonists of human apelin receptor APJ, primary screen, CHO-K1 cells, PathHunter beta-arrestin, luminescence | 0% DMSO wells, 100% apelin | hit rate 0.11% among 330,000 | activation, % at 20 µM;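 active means activation more than six SD over the plate average, tested at 20 µM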;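 further: 0% = DMSO alone and 100% = apelin-13 at 10 nM; some results filed as inactive read as strong as hits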
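Assay system: CHO-K1 cells stably expressing ProLink-tagged human APJ and arrestin–beta-gal acceptor. Compound dosing: 20 µM single point, 1% DMSO. Times: 16-18 h seeding, 90 min dark compound exposure, 60 min detection. Detection: beta-gal luminescence. Evaluation: APJ–arrestin association signal. Controls: negative DMSO alone, positive Apelin-13 at 10 nM.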
* hit, by the source's call; x = no result given.

SMILES	CXCR6 inh	APJ antagonist	TIM10 inh	UPR CHOP act	Mdm2-MdmX inh	tim23-1 inh	XBP1 UPR activ	tim10-1 inh	APJ ag
CCOc1ccc(S(=O)(=O)NCCC(=O)NCC2(N3CCCCC3)CCCCC2)cc1	8	-16	-1	-1.5	14	-1	-6	-7	1
O=C(Cc1c(O)c2ccccc2oc1=O)c1ccc(C(F)(F)F)cc1	8	-8	5	0.6	13	7	-2	1	-2
O=C(NCc1ccco1)c1cc(C(=O)C2CC2)c[nH]1	-3	5	-10	0.3	21	9	0	6	0
COC(=O)C(Cc1ccccc1)NS(=O)(=O)c1ccccc1Br (configuration not stated)	4	0	11	-0.8	7	31	0	25	8
O=C(CN1CCN(c2ccccn2)CC1)Nc1ccc(F)cc1	-2	7	7	0.3	22	12	-5	0	-3
COc1cccc(CC2(CO)CCN(C(=O)NCCc3ccccc3)CC2)c1	-4	1	-9	-0.5	25	23	1	14	0
CC(=O)Nc1ccc(SC[C@H](Cc2ccccc2)N2CC[C@@H](C(C)(C)C)CCC2=O)cc1	11	-5	13	-2.2	23	30	-2	18	-3
Cc1cc(NS(=O)(=O)c2ccccc2)cc(Cl)c1O	-29	-30	13	1.6	21	10	1	27	6
CCn1c(Cc2ccccc2)nnc1SCC(=O)NC1CCCC1	-3	15	7	3.9	-2	9	8	7	-5
Cc1c(NC(=O)c2cc3ccccc3c(=O)s2)c(=O)n(-c2ccccc2)n1C	2	10	14	2.5	21	23	0	12	-3
COc1ccc(Nc2cc(C(=O)NC3CCCC3)c3ccccc3n2)c(OC)c1	-5	0	4	-0.1	18	5	-4	4	10
CCOC(=O)C1=C2SCC(=O)N2C(N)=C(C#N)C1	6	12	4	-1.1	15	2	-2	3	-7
COc1ccc2cc(CN(CCCN3CCOCC3)Cc3nnnn3C3CCCCC3)c(=O)[nH]c2c1	5	-8	-4	-0.3	-7	18	-2	-2	5
C=C(C)CSc1cc(C)nc2c(-c3ccccc3)c(C)nn12	3	2	-20	1.5	29	26	2	12	-6
CC1=C(C(=O)Nc2ccccc2C(F)(F)F)C(c2ccc(C)s2)NC(=S)N1 (configuration not stated)	6	1	14	0.2	20	11	3	9	-2
Cc1c2cn[nH]c(=O)c2c(C)n1-c1ccccc1	-9	1	4	3.2	6	-2	5	4	-1
O=C(NCC(=O)N(CCc1ccccc1)C(C(=O)NC1CCCC1)c1cccnc1)c1ccco1 (configuration not stated)	2	12	9	-1.3	16	-1	1	13	-3
Cn1c(SCC(=O)Nc2nc3ccccc3s2)nnc1-c1ccccc1	-9	18	2	1.9	18	-33	0	-5	4
COc1ccc(S(=O)(=O)NNC(=O)Cc2csc(C)n2)cc1[N+](=O)[O-]	-3	11	-9	-0.6	24	-18	-3	-3	5
COc1ccc(/C=C2/C(=O)ON=C2c2ccccc2)cc1OC	-14	-2	7	5.1	-13	27	2	14	4
Cc1cccc(NC(=O)CSCC(=O)NNC(=O)c2ccoc2C)c1	6	-9	2	-0.2	12	-8	-5	-8	-1
O=C(CSc1ncn[nH]1)OCN1C(=O)c2ccccc2C1=O	-8	9	-7	-1.0	13	5	0	4	-1
CSCC[C@H](NC(=O)N1CCn2c1nc1ccccc12)C(=O)NCc1ccccc1	-1	20	4	-0.7	21	-3	-5	2	0
CCN1C[C@@H]2[C@@H]3C(=O)N(Cc4ccccc4)C(=O)[C@@H]3[C@](CC)(C(=O)OC)N2C1=NC1CCCCC1	4	x	-3	1.2	-5	17	-2	-3	x
CCOC(=O)C1CCN(C(=O)CN2C(=O)NC(C)(c3ccc4cc(OC)ccc4c3)C2=O)CC1 (configuration not stated)	-4	5	4	1.7	25	-5	-3	-6	-4
CC(CCc1ccccc1)NC(=O)CN1CCN(c2ccccc2)CC1 (configuration not stated)	2	-16	-1	1.3	6	-23	2	-18	-1
Cc1cc(C)c(C(=O)Cn2cnc3cc([N+](=O)[O-])ccc3c2=O)cc1C	-25	-40	39	-1.1	0	-11	1	18	5
CN(C)c1ccc(C(=O)NNC(=O)C23CC4CC(CC(C4)C2)C3)cc1	-5	9	-18	2.5	-18	12	2	-3	-2
O=C(CN1CCc2cc3c(cc2C1)OCCCO3)Nc1ccc(F)cc1	-9	-4	-7	-0.3	32	25	-4	28	-2
CCCSc1nc(=O)n2cccc(C)c2n1	-4	26	-15	1.8	16	-18	-1	3	-4
COc1ccc([C@H]2C=C3CN(C(=O)OC(C)(C)C)S(=O)(=O)[C@H]3C[C@H]2OC(=O)c2cccs2)cc1	x	0	9	0.9	-2	20	1	14	-4
CC(=O)c1ccc(N2CCN(C(=O)c3cc(-c4ccc5c(c4)OCO5)nc4ccccc34)CC2)cc1	5	4	10	5.4	44	8	-2	16	-3
Cc1ccc(-c2nc(CS(=O)(=O)CC(=O)N3CCCCCC3)c(C)o2)cc1	1	-3	8	2.6	26	15	3	20	-2
COC(=O)c1ccccc1NC(=O)CN(c1ccc(OC)cc1)S(C)(=O)=O	-1	5	23	-1.3	17	25	4	25	-5
CC/C=C/C(=O)N1CC2(CC(c3cccc(NC(=O)CC)c3)=NO2)C[C@H]1C(N)=O (some centres not stated)	-2	-13	4	-1.1	-16	3	1	1	7
CC1(C)CC(=O)C=C(NNC(=O)c2ccccc2O)C1	2	18	3	-2.1	-18	23	-3	18	-2
O=C1c2ccccc2C(=O)N1CCn1c(=O)oc2ccccc21	-4	9	7	4.3	14	8	7	-1	-3
COc1cc(/C=C2\CC(C(C)(C)C)C/C(=C\c3cc(OC)c(OC)c(OC)c3)C2=O)cc(OC)c1OC (configuration not stated)	16	16	7	126*	97*	8	43*	25	-3
CCN1C/C(=C/c2sccc2C)c2nc3ccccc3c(C(=O)O)c2C1	-2	11	5	-0.1	9	11	-2	-7	-5
CCOc1ncccc1C(=O)NCc1ccc(C)cc1	0	7	-22	-0.4	-12	17	0	13	2

Four compounds picked at random from those above:
SMILES	CXCR6 inh	APJ antagonist	TIM10 inh	UPR CHOP act	Mdm2-MdmX inh	tim23-1 inh	XBP1 UPR activ	tim10-1 inh	APJ ag
CCN1C/C(=C/c2sccc2C)c2nc3ccccc3c(C(=O)O)c2C1	-2	11	5	-0.1	9	11	-2	-7	-5
CN(C)c1ccc(C(=O)NNC(=O)C23CC4CC(CC(C4)C2)C3)cc1	-5	9	-18	2.5	-18	12	2	-3	-2
COC(=O)c1ccccc1NC(=O)CN(c1ccc(OC)cc1)S(C)(=O)=O	-1	5	23	-1.3	17	25	4	25	-5
CC1=C(C(=O)Nc2ccccc2C(F)(F)F)C(c2ccc(C)s2)NC(=S)N1 (configuration not stated)	6	1	14	0.2	20	11	3	9	-2

New compounds follow:
SMILES	CXCR6 inh	APJ antagonist	TIM10 inh	UPR CHOP act	Mdm2-MdmX inh	tim23-1 inh	XBP1 UPR activ	tim10-1 inh	APJ ag
O=C(CCN1CCCCCC1)Nc1cccc(F)c1	4	12	4	1.7	-11	-2	0	0	3
CCCCc1cc(=O)oc2c(CN(C)C)c(O)c(Cl)cc12	-2	-5	4	-0.9	11	1	-2	1	0
N=c1oc2cc(O)ccc2cc1C(=O)Nc1ccc(Br)cc1	-38	-25	41*	12	-86	55*	3	33	10
O=C(NNC(=S)NC1CC2CCC1C2)c1ccc(Cl)cc1 (configuration not stated)	-10	-5	26	3.2	-4	8	0	22	-6
CC(C)CCNC(=O)CC1C(=O)N(Cc2ccccc2)C(C)c2nc3ccccc3n21 (configuration not stated)	0	3	-5	1.2	-27	14	-3	4	7
O=C(CN1CCSCC1)N/N=C/c1ccc(F)cc1	-10	8	0	0.7	-25	2	1	2	-2
COc1cccc(-c2cccc(NC(=O)C3CCN(Cc4nccs4)CC3)c2)c1	2	19	8	0.7	16	19	-3	21	-5
CC(C)n1cnc2c(Nc3cccc(Cl)c3)nc(NCCCO)nc21	-2	-8	16	13	73*	27	5	33	-8
CCOc1ccc(-c2c(C(=O)N/N=C/c3ccoc3)nnn2-c2nonc2N)cc1	-10	17	-1	0.6	11	-12	-4	-10	-1
O=C(C1COc2ccccc2O1)N1CCN(c2ccccc2F)CC1 (configuration not stated)	9	19	26	0.2	-13	16	1	20	-4
Fc1ccc(-n2cc(-c3ccccc3)[n+]3c2SCC3)cc1	7	13	-17	-1.7	1	-61	-4	-2	-4
COc1ccc(OCc2cc(C(=O)NCC3(C)COC3)no2)c(Cl)c1	5	-25	-1	4.1	-33	3	-2	-5	0
c1ccc2c3nnc4n(c-3nc2c1)CCCS4	4	3	-10	1.2	5	-10	0	-12	-2
COC(=O)c1sccc1NC(=O)c1ccccc1C(=O)O	-2	-11	-11	0.0	6	-10	0	-13	-5
CSc1ccc(C2NC(=O)c3ccccc3N2)cc1 (configuration not stated)	2	0	19	7.5	-8	18	8	18	1
CCOc1ccc(NC(=O)CSc2nc3ccccc3c(=O)n2CCCC(=O)N2CCCC2)cc1	5	-1	2	-2.2	-8	16	1	8	-3
O=C(CCCCCNC(=O)c1ccccc1Cl)N/N=C/c1ccco1	3	-11	-8	-2.6	-5	-4	-5	11	-3
O=C(CN(c1ccccc1F)S(=O)(=O)c1ccccc1)N1CCCCCC1	-2	8	31	0.3	28	17	1	25	-3
CC(=O)c1sc(NC(=O)C(C)Oc2ccc3c(C)cc(=O)oc3c2)nc1C (configuration not stated)	13	13	10	0.0	5	23	-3	19	4
O=C(C1=C(O)C(=O)N(CCN2CCOCC2)C1c1cccc([N+](=O)[O-])c1)c1cccs1 (configuration not stated)	6	17	0	0.3	-22	6	-4	-2	-6
Cc1cccc(/C(N)=N/OC(=O)Cc2cccs2)c1	3	2	4	4.5	-18	22	2	19	0
COc1ccc(/C=N/NC(=O)C2C3CCCCC32)cc1OC (configuration not stated)	2	7	4	1.3	4	20	8	-13	0
CC(C)(C)C(=O)c1no[n+]([O-])c1/C(=N/O)C(C)(C)C	-2	4	22	0.1	3	34	2	26	-2
CCOc1cnc(C(=O)NNC(=O)C(Br)C(C)C)o1 (configuration not stated)	-3	-9	11	-1.7	26	5	-3	17	-2
CCn1c(CCCOc2ccc(Cl)cc2Cl)n[nH]c1=S	0	7	31	-0.1	-22	38	-2	17	-4
COc1cc(C(=O)OCC(=O)Nc2ccc(SC(F)F)cc2)cc(OC)c1OC	-2	-9	23	0.3	-12	11	-2	11	-2
COC(=O)COC(=O)c1ccc(-n2nnnc2SC)cc1	0	0	-5	-0.5	-2	-4	0	4	-2

Some of the compounds tested, so the mix of outcomes need not match the whole.
